Source: PubChem BioAssay (several laboratories)
Rin1-Abl PPI inh – blocks binding of human Rin1 to Abl; P00519+Q13671; TR-FRET Rin1/Abl binding, biochemical; inhibition, % at 7.35 µM; 0.4% of 360,000 active; AID 588664; in the data active = inhibition above about 5%, passing the limit was not always enough
CendR NRP1 mod – NRP-1/CendR interaction modulation | O14786 | FAM-RPARPAR peptide binding to NRP-1, fluorescence polarization | inhibition, % at 25 µM | 0.85% of 360,000 active | AID 602438;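 active = inhibition or corrected inhibition above about 18%, plus a signal ratio from 0.5 to 1.5, limit read from the data, passing the limit was not always enough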; also: strong numbers were not always called active
Target sequence (O14786 whole entry, looked up): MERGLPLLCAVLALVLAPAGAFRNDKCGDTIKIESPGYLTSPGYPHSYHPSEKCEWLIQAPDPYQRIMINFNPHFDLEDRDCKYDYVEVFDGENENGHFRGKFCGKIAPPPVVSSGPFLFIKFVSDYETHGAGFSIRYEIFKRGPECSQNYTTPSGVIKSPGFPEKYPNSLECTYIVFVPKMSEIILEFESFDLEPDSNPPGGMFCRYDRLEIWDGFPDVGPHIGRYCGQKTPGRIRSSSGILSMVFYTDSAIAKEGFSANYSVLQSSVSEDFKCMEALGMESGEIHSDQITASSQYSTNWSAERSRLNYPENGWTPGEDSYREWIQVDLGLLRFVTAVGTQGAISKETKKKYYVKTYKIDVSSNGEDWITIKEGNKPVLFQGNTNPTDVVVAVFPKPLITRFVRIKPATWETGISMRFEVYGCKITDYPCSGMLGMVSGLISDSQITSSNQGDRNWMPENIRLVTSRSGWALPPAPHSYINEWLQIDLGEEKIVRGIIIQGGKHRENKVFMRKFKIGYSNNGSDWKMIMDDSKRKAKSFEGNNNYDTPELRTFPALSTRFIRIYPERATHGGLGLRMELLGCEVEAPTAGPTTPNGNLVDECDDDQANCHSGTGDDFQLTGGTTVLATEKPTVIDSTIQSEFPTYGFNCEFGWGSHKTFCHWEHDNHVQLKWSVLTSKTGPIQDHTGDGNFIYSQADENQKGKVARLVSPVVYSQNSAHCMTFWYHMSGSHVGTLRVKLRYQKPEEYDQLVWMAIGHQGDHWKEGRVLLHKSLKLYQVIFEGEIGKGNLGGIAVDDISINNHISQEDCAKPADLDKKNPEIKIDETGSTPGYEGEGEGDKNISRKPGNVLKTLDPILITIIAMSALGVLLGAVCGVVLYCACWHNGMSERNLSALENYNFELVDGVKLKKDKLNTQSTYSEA
E coli Lon inh – E. coli protease La inhibition. P0A9M0. purified E. coli Lon protease, fluorescence polarization. inhibition, % at 7.94 µM. 0.42% of 360,000 active. AID 602123; in the data active = inhibition above about 13%, passing the limit was not always enough;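 also: 0% = enzyme with probe and DMSO and 100% = no enzyme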
FAS TE block – inhibitors of human fatty acid synthase thioesterase domain. P49327. 0.67% of 360,000 active. recombinant FAS-TE, OMFH fluorogenic substrate, fluorescence endpoint. inhibition, % at 15 µM;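 active = compounds whose normalised, plate-corrected inhibition of enzyme fluorescence in the single-dose primary screen is 50% or more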;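 also: 0% = DMSO with enzyme and 100% = substrate without enzyme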
MT1-MMP act inh – MT1-MMP (human) activation inhibition; P50281; HT1080 RFP-PRO-GFP cells, GFP/RFP ratio fluorescence, overnight; percent of plate control window, DMSO zero; GFP/RFP ratio change, % at 20 µM; 0.061% of 360,000 active;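 active = GFP/RFP ratio change of at least 30% with cell ATP level not reduced by more than half and red fluorescence within 50% of control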; also: strong numbers were not always called active
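Compound: 20 µM single dose, 1% DMSO / System: HT1080 RFP-PRO-GFP cells / Controls: DMSO and RFP-L50D-GFP cell wells / Read-out basis: GFP/RFP fluorescence ratio / Schedule: overnight compound exposure at 37 °C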
Neddyl block – inhibitors of human cullin neddylation | AID 651699 | P61081+Q13564 | calls only at 25 µM | TR-FRET cullin neddylation, biochemical | 0.58% of 360,000 active; in the data active = inhibition above about 36%
MsrA inh – bovine MsrA inhibition. purified bovine MsrA, absorbance read-out. inhibition, % at 15.5 µM. 0.75% of 360,000 active. AID 651718; in the data active = inhibition above about 4.5%;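 also: 0% = vehicle wells with enzyme and 100% = reference inhibitor wells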
SKN-1 block – inhibitors of C. elegans SKN-1. C. elegans VP596 Pgst-4::GFP/RFP ratio, acrylamide-induced, 24 h. inhibition, % at 21.8 µM. 0.49% of 360,000 active;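 active = interference check ratio from 0.5 to 1.5 plus GFP to RFP signal ratio inhibition reaching or exceeding a fixed threshold, cut at about 30% in these data, passing the limit was not always enough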; also: some compounds called inactive have numbers as strong as hits
bovine MsrA act – bovine methionine sulfoxide reductase A activation | AID 602163 | purified bovine MsrA, absorbance read-out | activation, % at 10.6 µM | 0.3% of 360,000 active; in the data active = activation above about 7.5%;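 also: 0% = vehicle and 100% = reference activator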
The depositor's hits bear a star; i = inactive; / = no result given. Random draw from the library. About 4.2% of those tested had a hit in this group.

SMILES	Rin1-Abl PPI inh	CendR NRP1 mod	E coli Lon inh	FAS TE block	MT1-MMP act inh	Neddyl block	MsrA inh	SKN-1 block	bovine MsrA act
COc1ccc(CNC(=O)CN2CCN(c3cccc(C)c3C)CC2)cc1	0.6	-0.2	-1.0	2.9	1.4	i	0.7	-5.1	-1.8
COc1ccc(/C=C/C(=O)c2cccc(-n3cnnn3)c2)cc1O	-0.1	-5.9	2.9	-3.2	-1.0	i	0.8	13.8	-0.9
O=C(c1cccc(N2C(=O)C3C4C=CC(C4)C3C2=O)c1)N1CCN(c2ccccc2)CC1 (configuration not stated)	-3.2	-10.0	-2.9	-3.1	2.0	i	-0.3	-4.4	-1.1
O=S(=O)(c1ccccc1)N1N=C(c2ccc(O)cc2)CC1c1ccco1 (configuration not stated)	-1.6	8.6	-12.7	-1.7	-6.1	i	-0.3	-10.0	-1.1
CS(=O)(=O)N(CC(=O)N1CCc2ccccc2C1)Cc1ccc(Cl)cc1	-3.3	-3.3	-0.5	11.4	-0.4	i	-0.4	4.4	-2.7
COc1ccc(OCc2cc(C(=O)N(Cc3nccn3C)C(C)C)no2)c2ccccc12	0.4	1.6	-16.2	6.3	-4.0	i	0.9	15.2	-0.4
O/N=C1/C2C3C(Br)C4C5CC(C1C53)C24 (configuration not stated)	-1.8	-5.8	2.0	-5.9	1.4	i	0.4	-0.5	-3.4
Cc1ccccc1C(=O)NCCCNC(=O)c1ccco1	0.7	8.7	-0.1	-2.3	-1.9	i	-1.8	11.3	-2.9
C#CCn1c(=NC(=O)CN2C(=O)CCC2=O)sc2cc(S(N)(=O)=O)ccc21	0.8	-8.5	-8.6	-7.0	2.1	i	-0.1	-1.5	-4.3
FC(F)Oc1ccc(-n2cc(-c3ccccc3)[n+]3c2CCCCC3)cc1	2.8	2.0	0.8	-6.5	0.4	i	-1.6	-5.4	2.4
CCCn1c(S(=O)(=O)O)nc2ccccc21	0.3	14.8	5.3	-8.4	0.1	i	-0.5	-15.6	-9.5
Cc1ccc(S(=O)(=O)NCC(=O)OC(C)C(=O)c2ccccc2)cc1 (configuration not stated)	-1.6	4.5	9.7	-8.0	3.7	i	-0.8	0.9	-8.7
CN(C)/C=N/c1c(C#N)cnn1C	1.0	-8.7	3.0	-7.4	0.7	i	0.0	-3.7	-7.9
CCOC(=O)c1c(NC(=S)SC)sc(C(=O)N2CCc3ccccc3C2)c1C	-8.6	-3.7	0.0	27.7	-2.3	i	0.2	10.8	-1.7
COC(=O)c1ccccc1NC(=S)NC(=O)c1ccccc1	0.2	17.6	15.9*	7.2	-0.1	i	-0.6	23.2	-1.2
COc1ccc(C(=O)NNC(=O)c2ccc(S(=O)(=O)N3CCCCC3)cc2)cc1	0.9	0.5	15.8	1.0	-3.8	i	-0.9	-2.2	-15.3
CC1(C)C(=O)OC(/C=C/c2cccc([N+](=O)[O-])c2)C(C)(C)C1=O (configuration not stated)	1.1	15.0	15.7	13.7	-0.1	i	-0.7	-4.3	-10.9
COc1ccccc1CCNC(=O)c1cc(-c2ccncc2)nc2ccc(Br)cc12	-0.8	5.1	-1.9	8.3	-1.7	i	-1.3	-4.3	-9.8
C[C@@H]1COC(=O)[C@H](Cc2ccc(F)cc2)CC/C=C/C[C@@H](CC(=O)N[C@H](CO)Cc2ccccc2)C(=O)N1	0.0	-3.7	-0.9	-4.5	0.3	i	-1.5	-4.7	5.5
O=C(Cc1n[nH]c(=O)[nH]c1=O)N/N=C/c1ccccc1O	-3.5	-3.6	-11.8	-9.5	0.0	i	0.4	13.1	-4.5

Ordered by SMILES length (smallest number first): part of the list above.
SMILES	Rin1-Abl PPI inh	CendR NRP1 mod	E coli Lon inh	FAS TE block	MT1-MMP act inh	Neddyl block	MsrA inh	SKN-1 block	bovine MsrA act
CN(C)/C=N/c1c(C#N)cnn1C	1.0	-8.7	3.0	-7.4	0.7	i	0.0	-3.7	-7.9
COC(=O)c1ccccc1NC(=S)NC(=O)c1ccccc1	0.2	17.6	15.9*	7.2	-0.1	i	-0.6	23.2	-1.2
CCOC(=O)c1c(NC(=S)SC)sc(C(=O)N2CCc3ccccc3C2)c1C	-8.6	-3.7	0.0	27.7	-2.3	i	0.2	10.8	-1.7
COc1ccc(OCc2cc(C(=O)N(Cc3nccn3C)C(C)C)no2)c2ccccc12	0.4	1.6	-16.2	6.3	-4.0	i	0.9	15.2	-0.4
C[C@@H]1COC(=O)[C@H](Cc2ccc(F)cc2)CC/C=C/C[C@@H](CC(=O)N[C@H](CO)Cc2ccccc2)C(=O)N1	0.0	-3.7	-0.9	-4.5	0.3	i	-1.5	-4.7	5.5

(continued)
SMILES	Rin1-Abl PPI inh	CendR NRP1 mod	E coli Lon inh	FAS TE block	MT1-MMP act inh	Neddyl block	MsrA inh	SKN-1 block	bovine MsrA act
COc1cc(C=O)ccc1OC(=O)Nc1ccccc1	0.6	-3.6	8.8	-4.1	0.6	i	4.4	5.4	-4.9
O=C1C(Cl)=C(NC2CCCCC2)C(=O)N1Cc1ccccc1	-0.2	10.6	-4.7	-4.6	-1.0	i	0.2	17.5	-4.5
CCCC(c1nnnn1CC1CCCO1)N1CCN(c2nc3ccccc3s2)CC1 (configuration not stated)	0.7	-5.4	-1.4	5.6	1.2	i	2.1	-17.3	-11.4
CCCNC(=O)NC(=O)COC(=O)c1ccc(OC)c(S(=O)(=O)N2CCCc3ccccc32)c1	0.6	-1.3	0.9	9.9	2.2	i	-0.7	-11.4	-1.7
O=C(Cn1c(=O)oc2ccccc21)Nc1ccccc1N1CCOCC1	1.9	-3.7	-2.5	-8.2	-3.5	i	-0.3	-1.6	-2.6
Cc1cc2ccccc2c(=O)n1CC(=O)N1CCN(c2cccc(Cl)c2)CC1	-1.6	5.5	-0.9	-5.5	-2.1	i	-0.3	14.9	-0.4
CCOC(=O)c1c(NC(=O)COC(=O)c2ccccc2NC)sc(C(=O)N(C)C)c1C	2.3	-6.9	9.9	27.4	0.1	/	0.4	3.3	2.5
COc1ccc(-c2nn(-c3ccccc3)cc2C(=O)N(C)C)cc1	2.2	10.3	4.3	-2.9	-1.9	i	-1.7	-30.7	-5.0
Cc1cnc(NC(=O)c2ccc3c(c2)C(=O)N(Cc2cccnc2)C3=O)s1	-0.7	10.4	-3.7	-18.7	-3.9	i	0.5	0.3	-1.7
O=C(NCc1ccco1)c1ccccc1NC(=O)C1CC(=O)N(c2ccc(Cl)cc2)C1 (configuration not stated)	-1.5	9.3	-4.2	7.3	-0.4	i	2.2	-4.8	4.6
CC1(N2CCOCC2)C(=O)c2ccccc2C1=O	-0.2	-5.2	8.2	-7.8	4.3	i	-1.3	19.5	-0.3
COc1cccc(OCc2nn3c(=O)c(-c4ccccc4)nnc3s2)c1	1.4	-4.8	-6.0	-4.9	0.6	i	0.8	-4.0	-3.4
O=C(Oc1cccc(C(=S)N2CCOCC2)c1)c1ccc([N+](=O)[O-])cc1	2.2	-0.9	8.2	10.9	3.6	i	-0.9	-4.7	-3.0
Cn1cc(C(C[N+](=O)[O-])c2ccccc2)c2ccccc21 (configuration not stated)	-3.4	24.8	-3.0	20.7	-5.1	i	0.1	5.0	-0.3
Cc1cnc(C(=O)OCC(=O)c2ccccc2)cn1	-3.7	3.0	-6.1	-5.5	2.9	i	0.9	-15.5	-4.7
O=C(CSc1nnc(NC(=O)c2ccco2)s1)Nc1ccc(F)cc1	-1.0	-2.5	0.0	-3.1	-1.6	i	-0.9	-2.3	-0.7
COc1cc(OC)c2c(C)cc(=O)oc2c1C(CCN1CCOCC1)c1ccc(N(C)C)cc1 (configuration not stated)	-2.7	15.6	-12.3	42.5	7.5	i	1.3	19.2	-0.7
Cc1ccccc1CSc1nsc(N)n1	-0.1	-1.2	-9.7	1.3	1.0	i	/	-22.9	-0.5
NC(=S)N/N=C/c1c[nH]c2ccccc12	-4.4	-13.0	-2.2	-5.7	2.1	i	6.5*	-11.6	-0.5
Cc1noc(C)c1CSc1nnc(-c2ccccc2)n1Cc1ccco1	-1.2	10.3	8.5	-5.9	4.8	i	-0.8	-26.4	-10.6
CCOc1cc(S(=O)(=O)N2CCC(c3nc4ccccc4s3)CC2)c(OCC)cc1S(=O)(=O)N1CCCCC1	-2.1	6.5	-7.2	14.0	1.4	i	-0.6	18.9	0.3
Cc1cc(C)n(-c2ccc(C(=O)N3CCN(S(=O)(=O)c4cccc(Br)c4)CC3)cc2)n1	2.5	13.4	-12.0	7.4	-3.6	i	1.1	-8.7	-1.3
O=C1c2ccccc2C(O)(Cc2ccccc2)N1c1ccc2c(c1)OCO2 (configuration not stated)	-2.2	-8.8	-4.5	-1.4	3.0	i	2.4	13.9	-2.5
CN(C)C(=S)Nc1ccc(Br)cc1Cl	1.9	8.8	-10.7	-5.4	-0.3	i	3.0	2.6	-2.7
COc1cc(OC)cc(-c2c(C#Cc3ccsc3)c3cc(-c4cc(OC)c(OC)c(OC)c4)ccc3n2C)c1	1.9	-10.5	-3.7	17.8	-0.7	/	0.1	-10.8	-6.2
O=C(O)c1ccccc1-c1ccccc1C(=O)Nc1ccc2c(c1)C(=O)c1ccccc1-2	0.1	-34.7	3.4	0.3	-4.7	i	-0.7	15.9	4.8
CSc1nsc(SCc2cnc(C)nc2N)n1	0.0	-10.3	-1.0	-4.7	3.1	i	0.7	-12.2	0.1
COc1ccc(C2CC(=O)C3=C(C2)Nc2ncnn2C3c2ccccc2C)c(OC)c1 (configuration not stated)	4.2	-9.6	2.2	1.4	-4.4	i	0.5	-0.8	0.0
CC1=CCC2C(=O)N(c3ccc(C(=O)Nc4ccccc4Cl)cc3)C(=O)C2C1 (configuration not stated)	-3.1	-0.5	8.9	4.9	-1.8	i	-0.8	-4.5	2.5
CCOc1ccc(-c2cnc3n2CCCCC3)cc1	-0.5	-4.9	-3.3	-3.7	-2.1	i	-1.7	4.6	-1.1
CC(C)(C)c1cc(C(=O)N/N=C/c2ccco2)n[nH]1	1.7	8.8	-11.5	-15.9	5.6	i	2.1	-4.9	-3.2
Cc1nn(Cc2ccc(F)cc2)c(C)c1NC(=O)c1cnn2cccnc12	-4.2	-7.2	5.1	-5.7	-4.2	i	0.5	1.4	-3.6
COc1ccc(N2CCN(S(=O)(=O)c3c(C)[nH]c(C)c3C(=O)N3CCCC3)CC2)cc1	2.6	5.9	6.0	-5.4	0.2	i	-0.6	3.5	-2.1
COc1ccc(-c2cn(Cc3ccc(C(N)=O)cc3)c(-c3ccc(Cl)nc3)n2)cc1	2.9	-0.8	7.1	-9.9	-0.7	i	-0.7	10.5	-5.6
COc1ccc(NC(=O)CCn2c(=S)[nH]c3ccccc3c2=O)cc1Cl	-2.7	-5.5	-1.7	-1.2	4.6	i	-0.2	-2.3	-0.7
CCOc1cc(NC(=S)Nc2ccccc2OC)c(OCC)cc1NC(=O)c1ccccc1C	-2.6	5.1	-1.2	13.2	-0.7	i	4.5	-1.7	-14.1
CCc1c(C)c2cc(Cl)c(O)c(CN(C)C)c2oc1=O	-5.0	-0.1	-2.1	-8.0	4.5	i	3.7	-3.0	-14.7
COc1ccc(C(=O)CC(=O)c2ccccc2O)cc1	-0.8	-10.6	-10.8	9.7	-0.5	i	1.7	-13.0	5.3
CC(NC(=O)c1cccc(S(=O)(=O)N(C)c2ccccc2)c1)c1cccnc1 (configuration not stated)	2.6	-5.8	0.8	-0.7	0.3	i	1.4	-12.5	-5.3
CCOC(=O)C1C(=O)CC(C)(O)C(C(=O)OCC)C1c1ccc(F)cc1 (configuration not stated)	-0.2	4.6	2.8	-6.3	2.5	i	-0.2	9.4	-2.4
COc1ccccc1C(=O)NCC1(c2ccccc2)CCCC1	1.0	13.3	-10.5	16.0	-10.8	i	1.2	8.4	-0.6
CCOc1c2ccccc2nn1CCO	0.3	10.9	28.7*	-5.7	11.9	i	0.6	13.1	-9.2
